ARNT-TACC3 inh: ARNT/TACC3 interaction disruption; Q9Y6A5; AlphaScreen His-ARNT PAS-B/GST-TACC3 binding, luminescence; TACC3 fragment carries E629A point mutation; inhibition, % at 9.99 µM; hit rate 0.66% among 390,000; AID 623870;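 active = mean inhibition of replicates at least 50% and at least half of replicates each reaching 50%; inconclusive = half or more replicates reach 50% but mean below 50%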;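 note: 0% = complete ARNT plus TACC3 wells and 100% = ARNT alone without TACC3; many hits fall short of the cut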
DENV2 CPE rescue: inhibitors of DENV2 cytopathic effect; hit rate 1.7% among 350,000; CPE inhibition, % at 9.99 µM; DENV2-infected cells, cytopathic effect rescue, plate reader; AID 651640; in the data active = CPE inhibition above about 20%, passing the limit was not always enough; inconclusive = no clear call, values can overlap the other calls; tested in BHK-21 cells;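 note: 0% = median of neutral control wells and 100% = median of positive control wells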
LGR2 inh: inhibitors of bursicon-induced Drosophila LGR2 receptor cAMP signaling | hit rate 0.35% among 380,000 | HEK293 LGR2, CRE-luciferase, bursicon-stimulated, 4 h | inhibition, % at 9.99 µM | AID 720647;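 active = drop in luminescence signal, shown as inhibition above about 50% in the replicate tests, limit read from the data, passing the limit was not always enough; inconclusive = probably only some replicates passing the limit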;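 note: agonist challenge used bursicon conditioned medium at about half maximal strength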
Casp6 inh: inhibitors of human caspase-6; P55212; purified caspase-6, Z-VEID-R110 cleavage fluorescence; inhibition, % at 12.5 µM; hit rate 0.53% among 350,000; AID 686996;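 active = mean inhibition across replicates at least about 35%, with every replicate also reaching that limit, limit read from the data; inconclusive = only one of the two criteria met; inactive = neither criterion met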;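 note: 0% = median of neutral control wells and 100% = no fluorescence left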
Target sequence (P55212 24-179 limits assumed): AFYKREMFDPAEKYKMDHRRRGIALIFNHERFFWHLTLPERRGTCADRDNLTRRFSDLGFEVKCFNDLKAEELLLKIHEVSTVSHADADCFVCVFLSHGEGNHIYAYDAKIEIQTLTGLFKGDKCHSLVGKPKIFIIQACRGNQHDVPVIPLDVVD
Target sequence (P55212 194-293 limits assumed): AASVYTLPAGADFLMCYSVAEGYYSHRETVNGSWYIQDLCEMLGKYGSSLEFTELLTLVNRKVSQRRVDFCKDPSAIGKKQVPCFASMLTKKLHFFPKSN
SIRT5 block: blocks human SIRT5 desuccinylation of peptide. inhibition, % at 15 µM. Purified SirT5, succinyl-peptide AMC, trypsin-coupled fluorescence. hit rate 1.1% among 330,000. Q9NXA8; in the data active = inhibition above about 15%; inconclusive = no clear call, values can overlap the other calls
Target sequence (Q9NXA8 whole entry, looked up): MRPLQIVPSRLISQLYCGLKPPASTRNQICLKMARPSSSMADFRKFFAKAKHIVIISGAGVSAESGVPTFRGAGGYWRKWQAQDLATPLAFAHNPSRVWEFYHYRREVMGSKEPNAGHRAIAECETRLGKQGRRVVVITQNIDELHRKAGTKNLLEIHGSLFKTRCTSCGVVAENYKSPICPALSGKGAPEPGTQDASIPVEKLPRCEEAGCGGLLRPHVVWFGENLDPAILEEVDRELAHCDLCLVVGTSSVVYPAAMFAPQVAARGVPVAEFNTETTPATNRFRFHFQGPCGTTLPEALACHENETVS
EWS-Fli inh: inhibitors of EWS/Fli oncoprotein transcriptional activity. inhibition, % at 12.6 µM. A673 NR0B1-luciferase reporter, viability-normalised. AID 651661. hit rate 0.67% among 350,000;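 active = mean inhibition of at least 50% after viability correction, with every replicate also passing that limit; inconclusive = mean reaches 50% but only one of two replicates passes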;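 note: firefly luciferase signal divided by Alamar Blue viability fluorescence both relative to DMSO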
PAX8 reporter: PAX8 transcriptional activity inhibition. hit rate 1.2% among 360,000. inhibition, % at 12.6 µM. AID 652154. RMG-I TPO-luciferase reporter, SteadyGlo, 24 h;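 active = mean replicate inhibition at least 60% with every replicate also reaching 60%; inconclusive = only one of the two criteria is met; inactive = mean below 60% and not all replicates reaching 60%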;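 note: luciferase light reporting Pax8 driven TPO promoter activity; plate controls were median of neutral control wells for no effect and mitoxantrone controls for full effect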
Starred values were filed as active, the others as inactive; ? = inconclusive; . = no result given; & = joins results of further samples.

SMILES	ARNT-TACC3 inh	DENV2 CPE rescue	LGR2 inh	Casp6 inh	SIRT5 block	EWS-Fli inh	PAX8 reporter
O=S(=O)(CS(=O)(=O)c1ccccc1)c1ccccc1	-2	2	8	-1	1	3	-9
CN1C(=O)c2cc(NC(=O)C3CC3)ccc2OC[C@H]2O[C@@H](CC(=O)NCC3CCCCC3)CC[C@@H]21	0	?	5	1	-5	5	-5
O=C1OC(c2ccccc2)(c2ccc3cc(O)ccc3c2)c2ccccc21 (stereo unspecified)	-19	-1	.	0	0	3	12
O=C(CNC(=S)N(Cc1ccc(F)cc1)C1CCCCC1)NCCN1CCOCC1	-7	0	7	-1	1	8	-33
CCNC(=O)C1(C)CCN(C(=O)c2cc(OC)c(OC)c(OC)c2)C1 (stereo unspecified)	.	9	23	-3	3	7	-5
COC(=O)c1ccccc1NC(=O)CSc1nc(Nc2ccccc2)nc(N2CCOCC2)n1	-9	-6	2	1	-1	.	26
Cc1cc(C)n(CCNC(=O)CC2C(=O)NCCN2CC2CCCCC2)n1 (stereo unspecified)	.	8	6	-3	-2	8	-7
CCN1CCc2c(OCc3ccc(C(=O)OC)o3)cccc2C1=O	-16	2	-26	0	0	1	-15
CN(C)CC(=O)N[C@H]1CC[C@@H](CCNC(=O)C2CCC2)O[C@H]1CO	3	-8	-14	0	0	0	-10
O=C(NN=Cc1ccc(O)cc1O)c1ccccc1NS(=O)(=O)c1cccs1	47*	6	8	1	6	-1	15
O=C(NC1CCCC1)[C@@H]1[C@@H](CO)[C@@H]2Cn3c(ccc(-c4ccccc4)c3=O)[C@H]1N2	.	-2	-29	-2	-36	-4	.
O=C(NCCO)C(O)C(O)C(=O)NCCO (stereo unspecified)	-5	0	-2	-1	0	4	13
O=C(CNC(=O)c1ccco1)NCC(=O)OCC(=O)c1ccc(Cl)c([N+](=O)[O-])c1	-9	0	11	7	-1	22	3
COc1cccc(CC(NC(C)=O)C(=O)NC2CCN(S(=O)(=O)c3ccc(F)cc3)CC2)c1OC (stereo unspecified)	-10	6	-17	-1	10	3	9
Cc1noc(C)c1COC(=O)CCCNC(=O)c1ccc(Cl)cc1	-2	-1	-18	19	0	2	8
Cc1onc(-c2ccccc2)c1C(=O)Nc1ccc(Cl)cn1	25	-2	9	-4	0	8	-8
Cc1ccc(NC(=O)CN(C)C(=O)c2cc3c(s2)CCCCC3)cc1	-5	-2	11	6	-4	-3	-5
Cc1ccc(NC(=O)c2cc(-c3ccc4c(c3)OCO4)on2)cc1	.	5	-30	-4	-9	10	-4
COc1ccccc1S(=O)(=O)N(C)C[C@@H]1Oc2cc(C#CCC(C)C)ccc2S(=O)(=O)N([C@@H](C)CO)C[C@@H]1C	-3	-7	25	-2	28*	23	.
C[C@@H]1CN([C@@H](C)CO)C(=O)c2cc(NC(=O)CCCN(C)C)ccc2O[C@@H]1CN(C)S(=O)(=O)c1cn(C)cn1	-2	11	24	0	4	-8	.
Cn1ccc2c(N3CCCC3)cc3c(c21)C1CCC3C1 (stereo unspecified)	.	?	-23	-5	-6	1	-8
O=C(NCc1ccccc1CN1CCCCC1)c1ccccc1N1CCCC1=O	-7	0	-5	-7	0	-1	1
CCCCN1CCS(=O)(=O)N(Cc2ccccc2Br)CC(C(=O)OC)C1 (stereo unspecified)	-1	.	10	-1	11	-2	-7
C[C@@H]1CCCCO[C@H](CN(C)S(=O)(=O)c2ccccc2)[C@@H](C)CN([C@@H](C)CO)C(=O)c2cc(NC(=O)Nc3ccc(C(F)(F)F)cc3)ccc2O1	16	?	4	5	10	8	72*
Cc1ccc2nc(-c3ccc(O)c(O)c3)cn2c1	7	-2	?	38*	0	1	13

Individual results from the results shown:
Cc1noc(C)c1COC(=O)CCCNC(=O)c1ccc(Cl)cc1 – EWS-Fli inh: 2
Cn1ccc2c(N3CCCC3)cc3c(c21)C1CCC3C1 (stereo unspecified) – PAX8 reporter: -8

(listing goes on)
SMILES	ARNT-TACC3 inh	DENV2 CPE rescue	LGR2 inh	Casp6 inh	SIRT5 block	EWS-Fli inh	PAX8 reporter
CCCS(=O)(=O)NC(=O)C1(C)CCCN(C(=O)c2cc(F)ccc2C)C1 (stereo unspecified)	.	6	4	-2	.	8	-12
O=C(COC(=O)c1cccnc1Cl)Nc1ccccc1OC(F)F	-6	2	6	-2	-1	-4	2
CC(OC(=O)c1cc2ccccc2o1)C(=O)Nc1ccc(N2CCOCC2)cc1 (stereo unspecified)	2	-3	-22	3	-1	-7	-24
CC(NC(=O)Nc1ccccc1Cl)c1ccc2c(c1)OCO2 (stereo unspecified)	1	-7	-14	1	-3	.	-8
COc1ccc(-n2c(=S)[nH]c3cc(C(=O)NCc4ccccc4OC)ccc3c2=O)c(OC)c1	-2	-7	5	0	0	-8	-4
O=C(C1CCC1)N1CC(=O)N2[C@H](CO)[C@H](c3ccc(Br)cc3)[C@@H]2C1	.	8	-8	0	-5	-17	-13
O=C(NCc1ccc2c(c1)OCO2)c1ccc2c(c1)S(=O)(=O)c1ccccc1C2=O	.	-17	-8	-1	-4	12	-23
O=C(NN=Cc1ccc(F)cc1)C1CC1	-4	6	-2	4	.	-6	-11
COC(=O)c1ccccc1NC(=O)CNC(=O)c1ccc(OC)cc1	7	-2	9	-1	-1	2	21
C[C@@H]1CN([C@@H](C)CO)C(=O)Cc2cc(NC(=O)CCN3CCOCC3)ccc2O[C@@H]1CN(C)CC1CC1	-8	-12	14	2	-7	0	-46
CC(=O)c1cc(C(=O)c2ccccc2)sc1Nc1ccccc1	0	.	-14	.	.	.	-63
COc1cc(/C=C/C(=O)N2CC(C)OC(C)C2)cc(OC)c1OC (stereo unspecified)	-8	?	27	1	0	-13	15
CO[C@H]1CN(C)C(=O)c2cc(NC(C)=O)ccc2OC[C@@H](C)N(CC2CC2)C[C@H]1C	-7	2	10	4	-1	3	7
O=[N+]([O-])c1ccc(CN2CCN(Cc3c[nH]c4ccccc34)CC2)cc1	6	7	7	-5	-1	13	19
CS(=O)(=O)N(CC(=O)Nc1ccccc1C(=O)N1CCOCC1)c1cccc([N+](=O)[O-])c1	-4	-3	1	16	2	-8	1
O=C(NC1CCCCC1)c1cccc(S(=O)(=O)N2CCCCC2)c1	-23	-6	-2	4	-2	-5	4
COc1ccc2[nH]c3c(=O)n(CCCC(=O)NC4CCCCC4C)c(=S)[nH]c3c2c1 (stereo unspecified)	-1	-1	-15	2	-5	7	-1
Cc1ccc(C(=O)OCC(=O)N2C(C)CCCC2C)s1 (stereo unspecified)	.	3	-11	-2	-3	3	-56
COc1ccc(S(=O)(=O)Nc2ccc3c(c2)C(=O)N([C@@H](C)CO)C[C@H](C)[C@@H](CN(C)C(=O)c2ccncc2)OCCCC[C@H](C)O3)cc1	-9	15	-2	0	-5	-5	-2
COc1ccc(C2c3ccc(O)cc3Oc3ncn4nc(-c5ccncc5)nc4c32)cc1OC (stereo unspecified)	1	0	2	0	2	28	31
CCCC(=O)N1CC2(CCN(S(=O)(=O)CC)CC2)c2c(n(C)c3cc(OC)ccc23)[C@@H]1CO	.	4	-10	.	-4	7	.
O=C(CCl)Nc1cccc(Oc2cnccn2)c1	-1	2	4	3	-1	20	27
C=CCN1CC(O)=C(c2nc3ccccc3[nH]2)C1=N	.	.	-18	4	0	-30	-29
CC(=O)N1[C@@H]2c3cccc(=O)n3C[C@H]1[C@H](CO)[C@H]2C(=O)N1CCc2ccccc2C1	-10	4	-2	0	-2	-8	0
CCn1c(SCC(=O)NC2CCCCC2)nnc1C(C)NC(=O)c1ccccc1F (stereo unspecified)	.	5	0	2	2	-25	-27
(further entries)
SMILES	ARNT-TACC3 inh	DENV2 CPE rescue	LGR2 inh	Casp6 inh	SIRT5 block	EWS-Fli inh	PAX8 reporter
COCC(=O)Nc1ccc2c(c1)C(=O)N(C)C[C@H](OC)[C@@H](C)CN(Cc1cccnc1)[C@H](C)CO2	3	0	19	0	-5	-8	-7
COc1ccc(NC(=O)N(C)C[C@@H]2Oc3c(NS(=O)(=O)c4cn(C)cn4)cccc3C(=O)N([C@@H](C)CO)C[C@H]2C)cc1	-3	-2	-6	0	6	3	.
Cc1ccccc1C(=O)NCC(=O)Nc1ccccc1C(F)(F)F	-9	-2	4	0	0	-4	5
Cc1ccccc1-c1nc(CS(=O)CC(=O)NC2CCCCC2)c(C)o1 (stereo unspecified)	19	-3	-16	1	-1	.	-8
C[C@H]1CN([C@@H](C)CO)C(=O)c2cc(NC(=O)Cc3cn(C)c4ccccc34)ccc2O[C@@H]1CN(C)Cc1ccc(-c2ccccc2)cc1	.	5	13	-2	8	-1	.
Cc1ccc(OCC(=O)Nc2ccc(S(=O)(=O)N3CCOCC3)cc2)c(C)c1	-2	1	-1	0	-11	14	27
C[C@@H]1CN([C@H](C)CO)C(=O)c2cc(NS(=O)(=O)c3cn(C)cn3)ccc2O[C@@H]1CN(C)S(C)(=O)=O	-15&-8	14&0	-7&16	-2&-1	0&-5	-4&-2	9
C[C@H]1CN([C@@H](C)CO)C(=O)c2cc(NS(=O)(=O)c3ccc(F)cc3)ccc2O[C@@H]1CN(C)CC1CCCCC1	13	-2	-32	1	-3	-4	-8
O=C(N/C(=C\c1ccc([N+](=O)[O-])cc1)C(=O)N1CCCCC1)c1ccc(Br)o1	-5	-6	4	5	-1	.	1
COc1ccc(CCNC(=O)C2CCN(c3ccc(N4CCOCC4)nn3)CC2)c(OC)c1	-8	7	20	25	.	0	-8
Cn1c(CNC(=O)c2ccco2)nnc1SCC(=O)Nc1ccccc1Cl	-1	0	12	-2	-2	-10	2
CCc1noc(C)c1C(=O)Nc1ccccc1C(C)(C)C	12	0	5	0	-4	.	.
Cc1ccc(C)c(S(=O)(=O)Nc2cc(C)on2)c1	.	6	0	-2	-6	-8	.
C[C@@H]1CN([C@H](C)CO)S(=O)(=O)c2ccc(C#Cc3ccccn3)cc2O[C@H]1CN(C)C	-1	0	-27	-2	1	-9	-18
Cc1nc(NC(=O)/C=C/c2ccco2)sc1C	21	1	-54	24	-2	-10	-87
CC(=O)c1cc(Cl)ccc1OCC(=O)NC1CCCC1	-11	16	-33	2	12	-53	-109
CC(=O)NC(CCS(C)(=O)=O)C(=O)Nc1cccc2ccccc12 (stereo unspecified)	1	-9	-3	-2	-17	2	-8
COc1ccc(C(=O)Oc2ccc(/C=N/O)cc2)cc1	4	.	-39	3	7	.	-39
CN(CC(=O)N1CCN(Cc2ccccc2)CC1)C(=O)Cc1cccc2ccccc12	-51	-9	-2	0	-3	-1	16
NNC(=O)CNC(=O)c1ccc(F)cc1	-1	-3	8	-1	1	4	2
CN1CCN(C(=O)c2ccccc2Nc2ccc(SC(F)F)cc2)CC1	-8	-3	1	-8	0	7	6
C[C@@H]1CCCCO[C@H](CN(C)Cc2ccccc2)[C@@H](C)CN([C@H](C)CO)C(=O)c2cc(NC(=O)NC3CCCCC3)ccc2O1	-6	-3	13	2	-2	3	-8
C[C@H](CO)N1C[C@H](C)[C@H](CN(C)C(=O)Nc2ccccc2C(F)(F)F)OCc2ccccc2-c2ccccc2C1=O	0	-4	0	4	-5	-4	8
CN(C)C(/C=C/Nc1ccc([N+](=O)[O-])cc1)=C(C#N)C#N	-9	?	12	0	0	2	-38
COC(=O)c1ccccc1NC(=O)CCS(=O)(=O)c1cc2c(cc1C)NC(=O)CO2	-6	18	.	2	-5	6	12
Cc1ccc(S(=O)(=O)c2nc(S(C)(=O)=O)sc2N2CCN(C)CC2)cc1	-9	-5	14	-3	0	17	22
O=C(CCN=C1NS(=O)(=O)c2ccccc21)OCc1c(F)c(F)c(F)c(F)c1F	0	-3	-8	0	-5	6	-10
C/C=C/c1ccc([C@@H]2[C@H](CO)N(CC3CC3)C23CN(C(=O)COC)C3)cc1	.	10	3	0	-4	-1	-13
COc1ccc(/C=C2\SC(N3CCCCC3)=NC2=O)cc1	-7	0	-81	2	-3	-49	-36

Source: PubChem BioAssay (Broad Institute)
